From PubChem BioAssay
Nrf2 ARE act: activators of Nrf2 (ARE) signaling. AREc32 ARE-luciferase reporter (MCF7-derived line), luminescence, 24 h. Potency, µM (series often up to 46.1 µM), without a hit: top-dose activation, most hits filed as activators. 0.31% of 410,000 active; note: potency is the fitted concentration of half-maximal effect; % of control where 0% means no effect; nearly all actives have a fitted effect of over 65% in size
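For detection, Steady-Glo was added and plates sat 30 min at RT; before that, AREc32_Fluc cells grown overnight in OPTI-MEM/5% FBS had been treated with 23 nL compound for 24 hr at 37 deg C.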
A549 viability: kills or reduces viability of A549 cells in Nrf2 counter-screen; A549 ARE-Fluc cells, CellTiter-Fluor viability, 18-24 h; Potency, µM (series often up to 46 µM), inactives show top-dose activity change, negative = cytotoxicity, hits mostly inhibitors; 0.16% of 390,000 active; AID 504648; note: potency is the fitted concentration of half-maximal effect; % is set by controls: 0 for no effect and ±100 for the full control effect
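Cytotoxicity counterscreen: CellTiter-Fluor fluorescence was measured in A549 ARE_Fluc cells after 18-24 h of compound exposure in a concentration series. The subsequent BugLite luminescent read reports ARE-luciferase activity.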
ATXN2 expr inh: reduces ATXN2 reporter expression in HEK-293 cells; HEK-293 ATXN2-luciferase reporter, luminescence, 24 h; AID 1745845; Potency, µM (titrated, usually from 57 µM), without a hit: at the top dose activity change, negative = inhibition, actives largely listed as inhibitors; 0.72% of 360,000 active; note: potency is the fitted concentration of half-maximal effect; % is set by controls: 0 for no effect and ±100 for the full control effect; nearly all actives have a fitted effect of over 55% in size
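ATXN2-luciferase reporter cells (luciferase flanked by upstream and downstream ATXN2 gene portions) were treated 24 h at 37 °C with compounds at up to 57 uM. SteadyGlo luminescence gave expression; GF-AFC fluorescence gave viability.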
MCF10A rereplic: DNA re-replication induction in MCF 10a cells; MCF 10A DNA re-replication, Hoechst nuclear intensity, 48 h; 2.9% of 350,000 active; AID 624296; Potency, µM (titrated, usually from 46.1 µM), without a hit: at the top dose activity, positive = re-replication, most hits filed as activators; note: potency is the fitted concentration of half-maximal effect; % of control where 0% means no effect; nearly all actives have a fitted effect of over 50% in size
IL1B secr inh: inflammasome signaling inhibition, IL-1 beta readout; THP-1 LPS/ATP IL-1B secretion, AlphaLISA, 16 h; stronger effect = lower value; activity change, % at 57.5 µM; 4.7% of 360,000 active; AID 743279; in the data active = activity change below about -50%; inconclusive = mostly about -30% to -49%; note: % is set by controls: 0 for no effect and ±100 for the full control effect
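THP-1 cells pretreated 1 hr with compounds (up to 57.5 uM final), then stimulated with LPS (250 ng/mL final) plus ATP (1.25 mM final); secreted IL-1B measured by AlphaLISA after 16 hr, decreased signal indicating inhibition.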
Nrf2 block: blocks Nrf2 signaling | AID 504444 | A549 ARE-Fluc reporter, luciferase luminescence, 18-24 h | Potency, µM (doses to about 46 µM), for inactives: at the highest dose activity change, negative = inhibition, actives largely listed as inhibitors | 2.1% of 360,000 active; note: potency is the fitted concentration of half-maximal effect; % is set by controls: 0 for no effect and ±100 for the full control effect; nearly all actives have a fitted effect of over 60% in size
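A549 ARE_Fluc cells, 5000/well, 5% FBS OPTI-MEM; compounds in dose-response, 18-24 h at 37 °C/5% CO2; CellTiter-Fluor viability read (Ex 405/Em 525), then BugLite luciferase luminescence = Nrf2 activity.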
S2 tox: viability counter-screen for ATXN expression inhibitors; S2 cells (HEK-293 line with an ATXN2-luciferase reporter) viability, CellTiter-Fluor protease fluorescence, 24 h; Potency, µM (highest dose often 56.7 µM), usual class: cytotoxic; 0.49% of 400,000 active; AID 651635; note: potency is the fitted concentration of half-maximal effect; nearly all actives have a fitted effect of over 40% in size
HepG2 tox: HepG2 cytotoxicity, counter-screen for TGF-b inhibitors; HepG2 CAGA-GFP viability, ATP luminescence, 18 h; Potency, µM (top dose mostly 46.1 µM), inactives show at the top dose activity change, negative = cytotoxicity, most hits filed as cytotoxic; 0.76% of 410,000 active; AID 588856; note: potency is the fitted concentration of half-maximal effect; some results filed as inactive show a strong effect at the top dose
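HepG2 CAGA-GFP cells (1000/well, DMEM with 1% FBS) received compound, then TGF-beta at 500 pg/mL final, and were incubated 18 hours at 37 degrees C. Viability was read by CellTiter-Glo luminescence. Media-only wells were set as complete cell-killing and DMSO as no toxicity.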
TGFb SMAD3 inh: inhibitors of TGF-b signaling; HepG2 CAGA-GFP TGF-b/SMAD3 reporter, GFP fluorescence, 18 h; TGF-beta stimulated, 500 pg/mL final; Potency, µM (titrated, usually from 46.1 µM), for the others: at the top dose activity, negative = inhibition, hits mostly inhibitors; 1.2% of 410,000 active; AID 588855; note: potency is the fitted concentration of half-maximal effect; % is set by controls: 0 for no effect and ±100 for the full control effect; nearly all actives have a fitted effect of over 65% in size
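Cell-based qHTS in HEPG2 carrying a CAGA-GFP Smad reporter; compounds added before 500 pg/mL final TGF-beta, 18 h incubation at 37 degrees C, GFP fluorescence quantified per cell by imaging cytometry.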
An asterisk follows results filed as active; i = inactive; ? = inconclusive; . = no result given; & = joins results of further samples. Unless noted, calls come from the whole dose curve; as a rule, active = well fitted curve in the direction sought with a large enough effect; inconclusive = small, poorly fitted or top-dose-only effect, or another doubt; inactive = no such curve, though single readings can be large; an effect the other way counts as inactive or inconclusive.

Every second line gives: Nrf2 ARE act, A549 viability, ATXN2 expr inh, MCF10A rereplic, IL1B secr inh, Nrf2 block, S2 tox, HepG2 tox, TGFb SMAD3 inh
1. CCOc1nc(C)nc(NC(=O)NS(=O)(=O)c2ccccc2Cl)n1
 : -0.9%, ?, 3%, 8%, -13, 6%, i, -28%, 14%
2. Cc1ccc2nc(COc3ccc(N(C)S(=O)(=O)c4ccccc4)cc3)cc(=O)n2c1
 : 0.2%, 4%, ., 15%, -7, ?, ?, -11%, ?
3. CCOC(=O)c1c(C)[nH]c(C)c1C(=O)CSc1nc2ccccc2c(=O)n1-c1ccc(C)cc1
 : -0.2%, -5%, -9%, -1%, -2, -5%, i, 8%, 9%
4. O=C(NCC(c1cccnc1)N1CCN(c2ccc(F)cc2)CC1)OCc1ccccc1 (stereo unspecified)
 : -0.3%, -9%, -19%, 4%, -17, ?, i, -1%, ?
5. Cc1nc(C)c(-c2ccc(SCc3ccc([N+](=O)[O-])cc3)nn2)s1
 : 2.0%, 0%, ?, 0%, ?, ?, i, -12%, -14%
6. Cc1cc(=O)[nH]c(SCC(=O)Nc2ccc3c(c2)CCC3)c1C#N
 : 0.1%, 0%, ., 17%, 30, 4%, ?, -15%, -17%
7. CCN(CC)CCn1c(O)c(N=O)c2ccccc21
 : 0.2%, 0%, 2%, -1%, 11, 14%, i, -1%, 0%
8. Cc1cccc(C)c1NC(=O)C1C2C=CC(C2)C1C(=O)O (stereo unspecified)
 : -0.8%, ?, 12%, -4%, 12, ?, i, 3%, -18%
9. COc1ccccc1-c1c(C)nn2c(N3CCN(c4ccc(Cl)cc4)CC3)cc(C)nc12
 : -0.9%, -14%, -3%, ., ., ., i, -10%, -1%
10. COc1cccc(C(=O)OCC(=O)N2CCc3ccccc3C2)c1OC
 : -0.1%, 0%, 2%, 1%, 27, 2%, i, 0%, 5%
11. Cc1ccc([N+](=O)[O-])c(NC(=O)COC(=O)CCNS(=O)(=O)c2cccs2)c1C
 : -1.8%, ., ., ., 8, ., i, 0%, -1%
12. COc1ccc(C(=O)OCC2CC(c3ccccc3)=NO2)cc1OC (stereo unspecified)
 : 0.2%, -4%, -1%, 3%, -13, -29%, i, -10%, -27%
13. O=C(Nc1ccc(F)c(Cl)c1)C1CCCN(C2=NS(=O)(=O)c3ccccc32)C1 (stereo unspecified)
 : 2.4%, ?, ., 7%, -19, ?, ?, -12%, -2%
14. O=C(/C=C/c1cccs1)N1CCCCC1
 : 0.9%, 9%, 6%, 3%, -7, ?, i, 1%, -5%
15. Cc1[nH][nH]c(=O)c1C(c1ccc(O)c([N+](=O)[O-])c1)c1c(C)[nH][nH]c1=O
 : 2.1%, -6%, -1%, ?, -20, 9%, ?, 6%, 1%
16. S=C1NCCOCCNC(=S)NCCOCCOCCOCCN1
 : 2.4%, ?, -7%, -6%, 110, 9%, i, -14%, 0%
17. COc1ccc(N2CCN(C3CC(=O)N(c4ccc5c(c4)OCCO5)C3=O)CC2)cc1 (stereo unspecified)
 : 2.0%, 2%, 11%, ?, -14, -10%, i, 35%, -20%
18. O=C(CCc1ccncc1)N1CCCC(Nc2ccc(F)cc2)C1 (stereo unspecified)
 : -0.2%, 2%, -13%, 0%, 3, -3%, i, 7%, 15%
19. CCCCS(=O)(=O)N1CCN(S(=O)(=O)c2ccc(Cl)s2)CC1
 : -0.4%, 8%, 7%, 25%, -29, 14%, i, -6%, -15%
20. CCCCCNC(=O)c1ccc2c(=O)n(CC3CCCO3)c(=O)[nH]c2c1 (stereo unspecified)
 : 0.0%, -6%, -37%, -2%, 29, -29%, i, -23%, -10%
21. Cc1cc(C)nc(SCNC(=O)c2ccc(Cl)cc2)n1
 : 0.1%, -6%, 1%, -2%, 17, -11%, i, 5%, -9%
22. CC(NC(=O)CN1C(=O)NC(C)(C2CC2)C1=O)c1ccc(F)cc1 (stereo unspecified)
 : -0.4%, 13%, -4%, -2%, 6, 4%, i, -5%, 2%
23. O=C(O)C[C@H]1c2ccccc2S(=O)(=O)N1c1ccccc1
 : 0.3%, 0%, 9%, 23%, -4, 9%, i, 3%&2%, 10%&-2%
24. O=C(NCC1CC1)c1ccccc1Cl
 : -0.3%, 4%, 10%, 1%, -24, -5%, i, 0%, 7%
25. COc1ccc(C(=O)Nc2ccc(-c3nc4ccccc4s3)c(Cl)c2)cc1Cl
 : 0.1%, 1%, 10%, ., ., 18%, i, -3%, -19%
26. O=C(CCNC(=O)C1CCN(S(=O)(=O)c2ccccc2)CC1)NCc1cccc(C(F)(F)F)c1
 : -0.7%, 0%, 0%, 6%, 48, ?, i, 1%, -2%
27. COc1ccc(NC(=O)c2ccc(C(=O)c3cc(OC)ccc3OC)cc2)cc1
 : -0.7%, 0%, 3%, -1%, 19, 11%, i, 1%, 1%
28. C#CCOCCOCCOCCNc1nc(N2CCN(C(=O)C([C@@H](C)CC)n3cc(C(N)CO)nn3)CC2)nc(N2CCN(C(=O)[C@H](CCC(=O)O)n3cc(C(N)CC(C)C)nn3)CC2)n1 (stereo partly specified)
 : 0.3%, -2%, 10%, -1%, 0, 9%, i, 17%, 28%
29. Cn1ccnc1-c1nc2ccccc2[nH]c1=O
 : 0.5%, 0%, -3%, 7%, 27, -7%, i, -11%, 11%
30. Cc1ccc(S(=O)(=O)N(CC(=O)N2CCN(c3ccc(F)cc3)CC2)C2CCCCC2)cc1
 : 0.1%, ., -2%, 9%, -3, ?, i, -12%, -9%

Laid out differently: 5 of the compounds above
23: O=C(O)C[C@H]1c2ccccc2S(=O)(=O)N1c1ccccc1
24: O=C(NCC1CC1)c1ccccc1Cl
25: COc1ccc(C(=O)Nc2ccc(-c3nc4ccccc4s3)c(Cl)c2)cc1Cl
26: O=C(CCNC(=O)C1CCN(S(=O)(=O)c2ccccc2)CC1)NCc1cccc(C(F)(F)F)c1
27: COc1ccc(NC(=O)c2ccc(C(=O)c3cc(OC)ccc3OC)cc2)cc1
assay / compound	23	24	25	26	27
Nrf2 ARE act	0.3%	-0.3%	0.1%	-0.7%	-0.7%
A549 viability	0%	4%	1%	0%	0%
ATXN2 expr inh	9%	10%	10%	0%	3%
MCF10A rereplic	23%	1%	.	6%	-1%
IL1B secr inh	-4	-24	.	48	19
Nrf2 block	9%	-5%	18%	?	11%
S2 tox	i	i	i	i	i
HepG2 tox	3%&2%	0%	-3%	1%	1%
TGFb SMAD3 inh	10%&-2%	7%	-19%	-2%	1%

Pulled by structure from the entries so far:
Every second line gives: Nrf2 ARE act, A549 viability, ATXN2 expr inh, MCF10A rereplic, IL1B secr inh, Nrf2 block, S2 tox, HepG2 tox, TGFb SMAD3 inh
25. COc1ccc(C(=O)Nc2ccc(-c3nc4ccccc4s3)c(Cl)c2)cc1Cl
 : 0.1%, 1%, 10%, ., ., 18%, i, -3%, -19%
29. Cn1ccnc1-c1nc2ccccc2[nH]c1=O
 : 0.5%, 0%, -3%, 7%, 27, -7%, i, -11%, 11%

Remaining list, next part:
Every second line gives: Nrf2 ARE act, A549 viability, ATXN2 expr inh, MCF10A rereplic, IL1B secr inh, Nrf2 block, S2 tox, HepG2 tox, TGFb SMAD3 inh
31. O=C(COC(=O)CSCC(=O)N1CCCCC1)NCc1ccc(F)cc1
 : -0.1%, -5%, 2%, 3%, 11, 1%, i, 3%, 11%
32. CCOc1ccc(N/C(N)=N/c2nc(C)c(C)c(=O)[nH]2)cc1
 : 0.3%, 1%, -4%, 1%, 28, -1%, i, 9%, 0%
33. CCc1ccc(C2c3c(-c4ccccc4)n[nH]c3C(=O)N2c2ccc(C(=O)O)cc2)cc1 (stereo unspecified)
 : 5.9%, 0%, -18%, ., ., -22%, ?, 0%, -1%
34. Cc1noc(C)c1S(=O)(=O)N1CCN(C(c2ccccc2)c2ccc(Cl)cc2)CC1 (stereo unspecified)
 : -1.0%, ?, -3%, 15%, 46, 1%, i, 0%, 13%
35. Cc1ccc(NS(=O)(=O)c2cc(C(=O)N3CCN(CCO)CC3)ccc2C)cc1
 : -0.2%, -3%, 1%, 0%, 4, -11%, ?, 0%, 1%
36. Cc1ccc(S(=O)(=O)N2CCN(C(=O)COC(=O)CCOc3ccccc3)CC2)c(C)c1
 : -1.0%, 0%, 6%, 29%, -3, -3%, i, 1%, -3%
37. CC1=CCC[C@H]2[C@H](C1)C(=O)C[C@@H](C)[C@]2(C)CC/C(=C/CO)CO
 : 0.4%, 1%, -8%, -8%, -10, -19%, i, -32%, -18%
38. CCOc1ccc(S(=O)(=O)N2CCN(C(=O)COc3ccc(Br)cc3)CC2)cc1
 : 4.0%, ?, ., -5%, -29, 16µM*, i, -18%, ?
39. C=CCNC(=O)c1onc(CSc2ccccc2CC)c1C(=O)O
 : 0.5%, -2%, 28%, 29%, 16, 9%, i, -3%, -4%
40. Cc1ccc(CN(Cc2cc3cccc(C)c3[nH]c2=O)C(=O)N(C)C)cc1
 : -0.7%, 1%, 5%, 0%, -8, 6%, i, -14%, -5%
41. COc1ccccc1C(=O)NCCC(=O)N1CC=C(c2ccccc2)CC1
 : 0.3%, -7%, -12%, 1%, -18, ?, i, -2%, 5%
42. COc1ccc(C(=O)OCC(=O)N2c3ccccc3CC2C)cc1S(=O)(=O)N1CCOCC1 (stereo unspecified)
 : -1.0%, ., ., ., -4, ., i, 9%, 0%
43. Cc1noc(NS(=O)(=O)c2ccc(NC(=O)CSc3nc4ccccc4[nH]3)cc2)c1C
 : -0.2%, -3%, -7%, 18%, 7, 5%, i, -1%, 8%
44. Clc1ccc(Nc2cc(-c3ccccc3)nc3ncnn23)cc1
 : 0.0%, -4%, 17%, ?, -22, -21%, i, 16%, 7%
45. COc1ccc(OC)c(NC(=O)c2c(NCc3cccs3)sc3c2CCCC3)c1
 : 4.9%, ?, ., ., ., ?, ., -30%, 16µM*
